# Screens from PubChem BioAssay.
# RBX1-CUL1 inh = human ROC1-CUL1 E3 ligase inhibition; P62877+Q13616; in vitro K48 di-Ub FRET, acceptor:donor ratio, 45 min; inhibition, % at 10 µM; 140,000 tested, 0.6% active; AID 1347404; in the data active = inhibition above about 25%
# Target sequence (P62877 whole entry, looked up): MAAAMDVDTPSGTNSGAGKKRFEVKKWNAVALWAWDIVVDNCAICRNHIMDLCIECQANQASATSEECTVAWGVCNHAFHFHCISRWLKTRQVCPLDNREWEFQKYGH
# Target sequence (Q13616 whole entry, looked up): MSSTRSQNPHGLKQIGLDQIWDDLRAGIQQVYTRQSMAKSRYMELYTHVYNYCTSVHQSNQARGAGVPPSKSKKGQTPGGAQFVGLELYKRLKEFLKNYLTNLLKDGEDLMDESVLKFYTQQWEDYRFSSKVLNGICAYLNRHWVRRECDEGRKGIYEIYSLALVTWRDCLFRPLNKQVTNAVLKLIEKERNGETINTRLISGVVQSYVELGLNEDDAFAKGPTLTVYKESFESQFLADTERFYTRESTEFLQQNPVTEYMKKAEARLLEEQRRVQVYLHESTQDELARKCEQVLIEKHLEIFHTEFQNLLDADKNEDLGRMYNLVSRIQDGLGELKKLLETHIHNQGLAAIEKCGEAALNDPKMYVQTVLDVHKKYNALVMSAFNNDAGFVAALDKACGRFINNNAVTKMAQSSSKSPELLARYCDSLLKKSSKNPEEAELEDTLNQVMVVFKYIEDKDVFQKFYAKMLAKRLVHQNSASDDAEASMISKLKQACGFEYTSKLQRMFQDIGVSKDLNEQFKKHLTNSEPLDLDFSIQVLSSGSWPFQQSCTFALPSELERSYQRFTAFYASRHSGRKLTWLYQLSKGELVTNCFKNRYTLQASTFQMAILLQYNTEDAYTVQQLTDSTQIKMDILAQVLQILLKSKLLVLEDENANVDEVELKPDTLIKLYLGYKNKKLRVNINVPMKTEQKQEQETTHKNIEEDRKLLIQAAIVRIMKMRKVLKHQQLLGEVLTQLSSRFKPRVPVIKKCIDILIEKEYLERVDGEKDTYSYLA
# * = called active by the depositor. A portion of the library; count on the stated rates, not on these rows.
RBX1-CUL1 inh	molecule
-3.6	CCOC(=O)c1ccc(N2C(=O)c3n[nH]c(-c4cccs4)c3C2c2ccc(OCC)cc2)cc1 (stereo unspecified)
3.8	COc1ccc(OC)c(NC(=S)NCCCn2nc(C)cc2C)c1
4.2	CC(C)(CO)CNC(=O)c1coc(CN2CCN(Cc3ccccc3)CC2)n1
3.8	CC1CCN(C(=O)C(C)Oc2ccc(Cl)cc2)CC1 (stereo unspecified)
0.0	COCC(=O)N1CCC(Oc2ccc(C(=O)NCc3ccc(C)s3)cc2)CC1
-1.7	CCn1c(=O)cc(OCC(=O)NCc2ccc(F)cc2Cl)c2ccccc21
-5.0	CC(=Nc1cc([N+](=O)[O-])ccc1O)C1C(=O)N(c2nc3ccccc3s2)N=C1C(F)(F)F (stereo unspecified)
12.0	CCN(CC)c1ccc(/C=C2\SC(=O)N(c3ccc(Cl)cc3)C2=O)c(OC)c1
0.9	O=C(Nc1ccc2nc(-c3ccc(-c4nc5ccc(NC(=O)c6cccc7ccccc67)cc5[nH]4)cc3)[nH]c2c1)c1cccc2ccccc12
7.1	Cc1c(C(=O)O)oc2c1-c1nn(Cc3ccccc3Cl)cc1CC2
-5.9	Cc1cnc(N2CCOC(CCN(C)C)C2)nc1N(C)C (stereo unspecified)
10.3	Cc1nn(C(C)C(=O)Nc2ccc(C(C)C)cc2)c(=O)c2c1sc1ccccc12 (stereo unspecified)
-1.1	Cc1ccccc1N1CCN(CN2CCSC2=S)CC1
6.4	CC(C)(O)C#Cc1ccc(C(=O)Nc2ccc(OC(F)(F)Cl)cc2)cc1
0.7	COc1ccccc1CN1CCN(C2CCN(C(=O)Nc3ccccc3)CC2)C(=O)C1=O
7.3	CCOC(=O)c1c(NC(=O)c2c(C)noc2C)sc2c1CCCC2
-5.3	Cc1ccccc1Nc1c(-c2cccnc2)nc2ccc(Cl)cn12
2.0	COC(=O)COc1ccc(/C=C2\SC(=O)N(CC(=O)Nc3ccccc3F)C2=O)cc1
-5.7	Cc1cnnn1-c1ccc(C(=O)N2CCCc3ccccc32)cc1
2.5	CCOc1ccc(Cl)cc1S(=O)(=O)N1CCCC1

# Next section.
RBX1-CUL1 inh	molecule
3.7	CCCCOc1ccc(C(C)NC(=O)c2cccc(Nc3nc4ccccc4n4nnnc34)c2)cc1 (stereo unspecified)
-2.6	COc1cc(OC)cc(C(=O)NNC(=S)Nc2ccccc2OC)c1
1.4	COC(=O)NNC(=O)C1CCC(C)CC1 (stereo unspecified)
-5.0	CN(c1ncccc1CNC(=O)c1ccoc1)C1CCCCC1
-9.6	O=C1CC[C@@H](CN(Cc2ccncc2)C(=O)c2cn(C3CCCCC3)nn2)N1
1.3	COc1ccc(C(=O)Nc2nc3n(n2)C(c2ccc(F)cc2)CC(c2ccc(Cl)cc2)=N3)cc1 (stereo unspecified)
-1.3	Cc1cc2nc(CN(C)Cc3cnc(S(C)(=O)=O)n3CC(C)C)[nH]c2cc1C
-8.8	O=C(Nc1cccc(-c2nc3ccccc3c(=O)o2)c1)c1ccccc1
7.2	O=C(CN1c2ccc(Br)cc2-c2ccccc2S1(=O)=O)N1CCCCC1
-6.9	CCC1CN(C(=O)c2ccc(NCCn3cccn3)nc2)CCN1C(C)C (stereo unspecified)
14.0	Cc1ccc(-n2cnc3c(sc4nccc(N(C)C)c43)c2=O)cc1
-2.1	CCSc1nc2ccccc2c(OCc2ccccc2Cl)c1C(=O)OC
0.5	Cc1cc(N2C(=O)C(=O)C(C(=O)c3cccs3)C2c2ccc(Br)cc2)no1 (stereo unspecified)
9.1	CCOc1cc(C2c3c(-c4ccccc4)nn(C)c3OC(=N)C2C#N)cc(Br)c1O (stereo unspecified)
-2.6	Cc1cc(Nc2cccc(Cl)c2)nc2ccc(NC(=O)c3cccc(N(C)C)c3)cc12
-4.5	CN(C)CC(C)(O)c1ccc2c(c1)CN(Cc1cccc(C(F)(F)F)c1)CCO2 (stereo unspecified)
0.9	CCN(CC)S(=O)(=O)c1nnc(NC(=O)COc2ccc(Cl)cc2)s1
-0.4	Cc1ccc(CNC(=O)CN2C(=O)CSc3ccc(S(=O)(=O)N(C)C)cc32)cc1
11.6	CC(C)(CO)NS(=O)(=O)c1ccccc1
-4.3	CC(=O)c1ccc(-c2cc(F)cc3c2OC(CNC(=O)C2(c4ccccc4)CC2)C3)s1 (stereo unspecified)

# In a second layout: entries from further up
canonical_smiles	RBX1-CUL1 inh
COc1cc(OC)cc(C(=O)NNC(=S)Nc2ccccc2OC)c1	-2.6
COC(=O)NNC(=O)C1CCC(C)CC1 (stereo unspecified)	1.4
CN(c1ncccc1CNC(=O)c1ccoc1)C1CCCCC1	-5.0

# Following part.
RBX1-CUL1 inh	molecule
-3.1	O=C(COc1ccc(S(=O)(=O)NC2CCCCC2)cc1)Nc1ccc(C(F)(F)F)cc1
-10.2	O=C(COc1ccccc1)Nc1ccc(N2CCC(NCCn3ccc4ccccc43)CC2)cc1
3.0	O=C(CSc1nnc2scc(-c3ccc(Cl)cc3)n12)Nc1cccc(C(F)(F)F)c1
3.5	COc1ccc(N2Cc3c(n[nH]c3-c3ccccc3)N(Cc3ccccc3)C2)cc1
4.2	COc1ccc(OC)c(CCNC(=O)CN2C(=O)COc3ccc(S(=O)(=O)N4CCCCCC4)cc32)c1
1.0	COc1ccc(CCN2CCCC(CN(C)C(=O)Cc3csc(C)n3)C2)cc1 (stereo unspecified)
2.9	C/C=C/Cn1c(=O)c2c(nc3n(C(C)CC)c(C)cn23)n(C)c1=O (stereo unspecified)
-0.6	CC(=O)Nc1nonc1N1C(=N)SCC1=O
-2.8	C=C(C)CN1c2ccccc2Sc2ccccc21
-0.6	O=C(Nc1nc(-c2ccc(Br)cc2)cs1)c1cncc(Br)c1
1.0	CCOC(=O)c1nnn(Cc2ccccc2Cn2nnc(C(=O)OCC)c2C(=O)OCC)c1C(=O)OCC
5.2	CC(C)C1=C(Cl)C(=O)C(C)(Cl)C(Cl)C1=NS(=O)(=O)c1ccccc1 (stereo unspecified)
10.3	C=CCNC(=S)NNC(=S)Nc1ccc(OCC)cc1
-2.2	CN(C)N1C(=O)c2ccccc2C1(O)c1ccccc1 (stereo unspecified)
0.9	O=C(OCc1ccccc1)c1ccc(N2C(=O)C3C4C=CC(C4)C3C2=O)cc1 (stereo unspecified)
-1.1	CC(=O)NC(=S)Nc1ccc(S(=O)(=O)Nc2ccccc2)cc1
3.5	CCn1c(SCC(=O)Nc2cc(C)ccc2OC)nnc1C(C)NC(=O)c1ccc(Cl)cc1 (stereo unspecified)
6.1	COc1cccc(N2CCN(C3C(=O)c4ccccc4N3C(C)=O)CC2)c1 (stereo unspecified)
8.2	CCCCSc1nc2c(=O)[nH][nH]c(=O)c2n1Cc1ccccc1
-2.4	COC(=O)c1ccccc1OCC#N

# Additional results follow:
RBX1-CUL1 inh	molecule
-3.2	C=CCNC(=S)Nc1cccnc1Cl
3.3	CSc1nc2sc(C)c(-c3ccccc3)c2c(=O)[nH]1
-2.1	Cc1cc(C)c(-c2cc(-c3ccccc3)on2)c(C)c1
-0.9	COc1cc(/C=C2\SC(=Nc3ccccc3C)N(c3ccccc3C)C2=O)ccc1OCc1ccccc1
-4.8	O=C(c1ccc2c(c1)CCN2S(=O)(=O)c1ccc(Cl)cc1)N1CCN(c2ccccc2)CC1
6.3	COc1ccc(CSCC(=O)Nc2ccc(C(F)(F)F)cc2)cc1
4.4	CC(=O)c1ccc(C(=O)N2CCC(C(Cc3ccccc3C)N(C)C(=O)Cn3cccn3)CC2)s1 (stereo unspecified)
-1.1	O=c1c2ccccc2n2nnnc2n1-c1ccccc1
4.5	CC(=O)Nc1c(Br)sc2ccccc12
4.4	COc1ccc(-c2cc(C)no2)cc1S(=O)(=O)Nc1cccc(C(F)(F)F)c1
-0.6	Cc1ccc(Nc2cc(-c3ccccc3)nc(C)n2)cc1
-0.2	COCCN1Cc2cccc(C(=O)Nc3ccc(Cl)cc3Cl)c2C1=O
13.9	CCN1CCN(C(=O)CCC2CCN(C/C=C/c3ccc(OC)cc3)CC2)CC1
0.8	Cc1ccc(/C=C(\C#N)c2nc(-c3ccc(-c4ccccc4)cc3)cs2)cc1
4.6	CCN1CCN(C(=O)c2ccc(N3CCC(N4CCC(OCc5ccccc5)CC4)CC3)cc2)CC1
0.6	O=C(CNc1ccc(Br)cc1)c1ccc(O)cc1
-2.9	CS(=O)(=O)N(CC(=O)N/N=C/c1cc2c(cc1Br)OCO2)c1ccccc1Br
7.4	COC(=O)c1scc(-c2ccccc2)c1S(=O)(=O)Nc1ccccc1
9.1	Cc1cc(C(C)(C)C)c([N+](=O)[O-])c2c1CC2(C)C
-4.7	CCc1nc2nc(C)cc(Nc3cccc(C)c3C)n2n1

# 3 neighbouring compounds from above:
RBX1-CUL1 inh	molecule
-3.6	CCOC(=O)c1ccc(N2C(=O)c3n[nH]c(-c4cccs4)c3C2c2ccc(OCC)cc2)cc1 (stereo unspecified)
3.8	COc1ccc(OC)c(NC(=S)NCCCn2nc(C)cc2C)c1
4.2	CC(C)(CO)CNC(=O)c1coc(CN2CCN(Cc3ccccc3)CC2)n1

# (further entries)
RBX1-CUL1 inh	molecule
0.9	CCc1c(C(=O)N/N=C/c2ccsc2)csc1C
-0.2	COc1cc(C)c(CN2CCC3(CC2)c2ccccc2[C@@H](NC(=O)CSC)[C@@H]3OC)cc1C
-6.7	CN(Cc1nccs1)c1nncc(-c2ccccc2F)n1
4.4	Cc1cc2nsnc2c([N+](=O)[O-])c1C
5.8	Cc1cc(C)c2c(-n3cccc3)c(C(=O)Oc3ccccc3)sc2n1
-1.5	CCN(C#N)c1ccc(Cc2ccc(N(C#N)CC)cc2)cc1
-0.2	COc1ccc(C2(C(=O)NCCN3Cc4ccc(OC)cc4OC(C)C3)CCCC2)cc1 (stereo unspecified)
0.1	COc1cc(NS(=O)(=O)c2ccc(NC(=O)c3ccc(C(C)=O)cc3)cc2)nc(OC)n1
6.4	CCCCN1CC(c2nc3ccccc3n2CCCCOc2cccc(C)c2C)CC1=O (stereo unspecified)
0.1	O=C(Nc1ccc(S(=O)(=O)NCCc2ccccc2)cc1)C1CC1
-2.5	CCOc1cc([N+](=O)[O-])c(N)cc1F
-9.5	Cc1ccccc1OCC(=O)Nc1ccc(OCc2cc(=O)n3ccccc3n2)cc1
-0.7	Cc1ccc(N(CC(=O)Nc2ccc(Cl)cc2)S(=O)(=O)c2cccc3nonc23)cc1
0.6	COC(=O)c1ccc(CN2CCC3(CCCN(CC4CC4)C3=O)C2)cc1 (stereo unspecified)
-5.7	COc1ccccc1CNc1nc(SC)ncc1CO
-6.0	CCOC(=O)c1nnn(CC(=O)N2N=C(c3cc(C)ccc3C)CC2c2ccc(OC)cc2)c1C(=O)OCC (stereo unspecified)
11.0	CCN(CC)c1ccc(/C=C2\C(=O)ON=C2c2ccccc2)cc1
-0.9	CC(C)Cc1nnc(NC(=O)CS(=O)(=O)Cc2ccccc2)s1
-5.6	Nc1nnc(SCC(=O)Nc2ccc(Cl)cc2)s1
-3.6	Cc1ccc(S(=O)(=O)NCc2c(-c3ccccc3)c3cc(Br)ccc3[nH]c2=O)cc1

# (list continues)
RBX1-CUL1 inh	molecule
8.1	Cc1cn2c3c(=O)[nH]c(=O)n(C)c3nc2n1CCCN1CCC(C)CC1
-0.7	CC1(C(=O)N2CCCC2)CC1(Br)Br (stereo unspecified)
-4.3	CCOc1cc2sc(N3CCC(C(=O)Nc4ccccc4Cl)CC3)nc2cc1Br
-2.3	Cc1nc(-c2ccc(CN(C)CCc3ccccc3)cc2)[nH]c(=O)c1F
4.9	CCC(=O)N1CCc2cc(S(=O)(=O)NCCC(=O)Nc3cc(C)ccc3OC)ccc21
6.8	Cc1c(C(=O)Nc2nc(-c3ccc(F)cc3)ns2)oc2ccc(Cl)cc12
-7.7	N#C/C(=N/Nc1ccc(Cl)cc1Cl)C(=O)c1ccc(Cl)cc1
-12.4	c1ccc2c3c(ccc2c1)[C@@H]1N[C@H](O3)c2ccc3ccccc3c2O1
4.8	CCOc1ccc(CNC(=O)c2cc3c(s2)-c2ccccc2OC3)cc1
1.3	Cc1ccc(C(=O)N2CCN(c3ccc(Cl)c(Cl)c3)CC2)cc1
2.1	CCS(=O)(=O)N1CCC(C(=O)Nc2ccc(Br)cc2F)CC1
-6.3	Clc1ccccc1-c1nc(N2CCCC2)c2ccccc2n1
-0.6	CCSC1=N/C(=C\c2ccc(OC)cc2)C(=O)N1
1.2	CC1Cc2cc(S(=O)(=O)N3CCN(c4ccccc4F)CC3)ccc2N1C(=O)C1CCC1 (stereo unspecified)
7.1	N#CC1C(=N)Oc2nc[nH]c(=O)c2C1c1cccc(F)c1 (stereo unspecified)
3.3	C=C(C)Cn1c(=O)c2c(nc3n(CCc4ccccc4)c(C)cn23)n(C)c1=O
5.0	O=c1c(C2=CCCCC2)coc2ccccc12
-9.9	O=C1c2ccccc2C(=O)c2c1cccc2N1CCOCC1
0.2	Cc1ccc(-c2cc(C(=O)N3CCN(C(=O)c4ccco4)CC3)c3cc(Br)ccc3n2)cc1
1.2	CCOC(=O)c1c(C)n(C)c2ccc(OCC(O)Cn3nc(C)c(Br)c3C)cc12 (stereo unspecified)

# Later entries.
RBX1-CUL1 inh	molecule
-20.7	COc1ccc(NC(=O)CN(C)S(=O)(=O)c2ccc(C(=O)N3CCOCC3)s2)cc1
7.2	C=CCNCCOc1ccc(Cl)c(CC)c1
-7.9	CCn1c(SCC(=O)Nc2ccc(C)c(C)c2)nc2ccccc2c1=O
-1.8	N=c1n(CCOc2ccccc2)c2ccccc2n1CCc1ccccc1
0.0	Cc1cccc(N2CCN(S(=O)(=O)Cc3ccc(Cl)cc3)CC2)c1C
-2.2	CCCOc1ccc(C(=O)Nc2cccc(NC(=O)c3cccc(Cl)c3)c2)cc1
-5.7	Clc1ccc(C2SCCS2)c(Cl)c1
-3.1	Cc1ccccc1NC(=O)N1CCN(Cc2cccc(Cl)c2)CC1
13.9	CCN1CCOC(=O)C1CC(=O)Nc1cc(Cl)ccc1OC (stereo unspecified)
-10.6	Cc1ccccc1CN1C(=O)c2ccccc2Sc2ccc(C(=O)OCc3ccco3)cc21

# Quoted from the listing:
# `Cc1ccccc1NC(=O)N1CCN(Cc2cccc(Cl)c2)CC1` | RBX1-CUL1 inh = -3.1
# `CCCOc1ccc(C(=O)Nc2cccc(NC(=O)c3cccc(Cl)c3)c2)cc1` | RBX1-CUL1 inh = -2.2
